D1 potentiator = human D1 dopamine receptor positive modulation | HEK293 TREx D1 cells, calcium flux, dopamine EC20 potentiation | potentiation, % at 10 µM | 360,000 compounds, 0.036% hits | AID 504651; in the data active means potentiation above about 30%; further: 0% is about no effect
Target sequence (P21728 whole entry, looked up): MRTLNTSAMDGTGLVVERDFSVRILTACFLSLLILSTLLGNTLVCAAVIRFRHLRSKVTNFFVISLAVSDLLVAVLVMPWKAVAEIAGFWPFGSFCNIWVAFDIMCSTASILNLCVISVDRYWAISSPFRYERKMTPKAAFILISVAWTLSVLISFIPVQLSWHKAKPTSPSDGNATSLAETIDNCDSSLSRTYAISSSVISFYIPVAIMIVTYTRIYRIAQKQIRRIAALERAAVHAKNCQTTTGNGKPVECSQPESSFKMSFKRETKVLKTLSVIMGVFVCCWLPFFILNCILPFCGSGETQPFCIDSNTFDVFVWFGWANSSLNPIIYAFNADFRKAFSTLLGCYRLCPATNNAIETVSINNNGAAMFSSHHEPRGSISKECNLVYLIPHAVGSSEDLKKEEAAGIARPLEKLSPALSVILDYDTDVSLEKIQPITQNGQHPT
LDHA block = blocks human lactate dehydrogenase A; P00338; purified LDHA, NADH/diaphorase-resazurin fluorescence; stronger effect = lower value; activity change, % (values are at about 110 or 230 µM); 480,000 compounds, 0.15% hits; in the data active means activity change below about -30%; inconclusive means mostly about -25% to -30%;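 further: plate controls were DMSO wells for no effect and wells without enzyme for full effect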
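LDH5 2 nM; NADH 0.06 mM, pyruvate 0.2 mM; 200 mM Tris pH 7.4, EDTA, Tween-20; 5 min RT. Detection: diaphorase 0.133 mg/mL + resazurin 37 µM, fluorescence ex540/em590 at 0 and 20 min; normalized to enzyme-free and DMSO wells.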
D2 PAM = D2 dopamine receptor (human) potentiation | P14416 | HEK293 T-REx D2, calcium flux, EC20 dopamine potentiation | potentiation, % at 10 µM | 340,000 compounds, 0.34% hits | AID 485347;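 active means potentiation over 3 SD above the plate norm, cut at about 30% in these data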; further: 0% is about no effect
Target sequence (P14416 whole entry, looked up): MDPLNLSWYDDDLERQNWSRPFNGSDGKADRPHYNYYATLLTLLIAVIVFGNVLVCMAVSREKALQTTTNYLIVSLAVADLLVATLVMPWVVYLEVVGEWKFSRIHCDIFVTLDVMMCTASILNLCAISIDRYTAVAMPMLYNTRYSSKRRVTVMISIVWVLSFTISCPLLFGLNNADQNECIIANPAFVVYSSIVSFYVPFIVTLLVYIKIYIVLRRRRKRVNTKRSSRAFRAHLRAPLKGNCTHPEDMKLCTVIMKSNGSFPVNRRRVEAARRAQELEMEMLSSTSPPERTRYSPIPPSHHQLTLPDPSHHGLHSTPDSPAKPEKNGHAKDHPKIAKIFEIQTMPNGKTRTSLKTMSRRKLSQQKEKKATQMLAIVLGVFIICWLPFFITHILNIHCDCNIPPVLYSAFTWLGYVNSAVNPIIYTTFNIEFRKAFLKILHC
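Tetracycline-induced HEK293 T-REx cells force-coupled to calcium signalling expressed D2; compounds were pin-added after a 10 s baseline, read kinetically 180 s, then an EC20 dopamine challenge followed with a further 180 s calcium read.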
Vif-A3G inh = Vif-A3G binding inhibition; Q9HC16; HeLa A3G-eYFP + Vif (tagged APOBEC3G with the HIV-1 protein that degrades it), YFP fluorescence, overnight; Potency, µM (top dose mostly 46.1 µM), for inactives: top-dose activity, negative = active, hits mostly inhibitors; 410,000 compounds, 0.076% hits; AID 602310;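 further: potency means the concentration at half of the fitted maximal effect; on the % scale 0 is the no-effect control and ±100 the full control effect; nearly all actives have a fitted effect of over 60% in size; hits raise eYFP signal because A3G escapes Vif-driven loss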
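Read-out is eYFP fluorescence (Ex 488/Em 500-530) from Vif-expressing HeLa A3G-eYFP cells; more signal means A3G escaped Vif-mediated degradation. Cells plated overnight, compound pinned in, incubated overnight at 37 deg C.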
D1 antagonist = antagonists of human D1 dopamine receptor. AID 504652. activity change, negative = inhibition, % at 10 µM. 360,000 compounds, 3.2% hits. HEK293 TREx D1 cells, calcium flux, dopamine EC80; stronger effect = lower value. P21728; in the data active means activity change below about -30%; further: on the % scale 0 is the no-effect control and ±100 the full control effect
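Inducible Hek293 Trex D1 cells (tetracycline, overnight, 30 C). Calcium dye 30–90 min RT. Antagonist mode: EC80 dopamine added after 180 s compound read.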
Glioma ERSR ind = inducers of ER stress response in human glioma cells. Potency, µM, for inactives: at the highest dose activation, actives largely listed as activators. 420,000 compounds, 0.02% hits. U87-MG GRP78 promoter luciferase reporter, 16 h. AID 602332; further: potency means the concentration at half of the fitted maximal effect; series mostly up to about 76 µM; % of control where 0% means no effect; nearly all actives have a fitted effect of over 35% in size
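ERSR induction read as luciferase luminescence (Bright-Glo, 10 min at room temperature) in stably transfected human U87-MG glioma cells exposed to compounds for 16 h, using GRP78 as sensor.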
D1 agonist = human D1 receptor agonism; P21728; 360,000 compounds, 1% hits; activation, % at 2 µM; AID 504660; HEK293 T-REx D1 cells, calcium flux, agonist mode; in the data active means activation above about 30%; further: 0% is about no effect
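Inducible HEK293 T-REx D1 cells, force-coupled to calcium signalling, were plated at 4000 cells/well with tetracycline and held overnight at 30 C. After no-wash calcium dye loading, compound-evoked calcium rise over 180 s flagged agonists.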
Vif-APOBEC3F blk = inhibitors of Vif-A3F interaction; HeLa A3F-eYFP + Vif (tagged APOBEC3F with the HIV-1 protein that degrades it), YFP fluorescence increase; Potency, µM (series often up to 46.1 µM), without a hit: at the highest dose activity, negative = active; 390,000 compounds, 0.2% hits; further: potency means the concentration at half of the fitted maximal effect; % of control where 0% means no effect; nearly all actives have a fitted effect of over 65% in size
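Fluorescence increase (Ex 488/Em 500-530) after overnight compound treatment at 37 deg C flags inhibition of Vif-driven A3F-eYFP loss in stable HeLa A3F-eYFP/Vif cells seeded overnight beforehand.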
RXFP1 agonist = activates the human relaxin receptor RXFP1. Q9HBX9. Potency, µM (top dose mostly 57.5 µM), inactives show at the highest dose activation, hits mostly activators. HEK293T-RXFP1 cAMP TR-FRET, 30 min; response scale: percent of porcine relaxin response, buffer zero. 370,000 compounds, 0.3% hits; further: potency means the concentration at half of the fitted maximal effect; on the % scale 0 is the no-effect control and ±100 the full control effect; nearly all actives have a fitted effect of over 60% in size; many of its hits are not listed in these tables
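HEK293 cells stably expressing RXFP1, treated 30 min at 37C with compounds plus PDE4 inhibitor Ro 20174; cAMP measured by HTRF TR-FRET. Normalized to buffer and 29 nM porcine relaxin; EC50 by Hill fit.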
The depositor's hits bear a star; ? = inconclusive; . = no result given. Unless noted, the call rests on the fitted dose curve; in most records, active means well fitted curve in the direction sought with a large enough effect; inconclusive means small, poorly fitted or top-dose-only effect, or another doubt; inactive means no such curve, though single readings can be large; an effect the other way counts as inactive or inconclusive. This is a subset. The share of hits here may be higher or lower than overall.

SMILES	D1 potentiator	LDHA block	D2 PAM	Vif-A3G inh	D1 antagonist	Glioma ERSR ind	D1 agonist	Vif-APOBEC3F blk	RXFP1 agonist
C=CC(=O)Nc1cccc(Nc2nc(N[C@H]3CC[C@H](N(C)C)CC3)nc3c2ncn3C(C)C)c1	.	3	.	?	.	-6%	.	6%	.
Cc1ccc(-n2c(=O)[nH]c3cc(C(=O)NC4CCN(Cc5ccccc5)CC4)ccc3c2=O)cc1	-12	-4	-16	0%	2	-2%	2	-12%	-0.1%
CC(=O)c1cccc(NC(=O)c2ccoc2C)c1	2	-3	0	2%	-4	2%	0	-15%	-3.1%
O=C(CC1SC(=Nc2ccccc2)N(Cc2ccccn2)C1=O)Nc1cccc(Cl)c1 (centres undefined)	-9	2	-18	0%	-14	12%	7	-8%	0.4%
O=C(COC(=O)c1nn(-c2ccccc2C(F)(F)F)cc1O)c1ccc(OC(F)F)cc1	-1	-6	1	-1%	-13	-4%	5	1%	0.0%
Cc1ccc(CN(Cc2ccco2)C(=O)COc2ccc(Cl)cc2Cl)cc1	0	0	.	5%	-1	2%	-1	-3%	-2.3%
O=C(c1ccc(F)cc1)C1CCN(Cc2cn[nH]c2-c2ccc(F)cc2)CC1	-10	0	-25	2%	-24	1%	10	7%	0.0%
O=C(CCc1nc2ccccc2c(=O)[nH]1)Nc1nnc(SCc2ccccc2F)s1	0	-7	-6	-3%	-19	?	2	1%	3.4%
COc1cccc(CC2CC(=O)N(c3ccc4c(C)cc(=O)oc4c3)C2=O)c1 (centres undefined)	-4	-2	9	0%	-10	0%	-1	-5%	-0.8%
N/N=C(\Cc1cscn1)c1ccc(O)cc1O	-3	5	9	4%	-8	7%	5	1%	0.0%
Cc1ccc(OCCCN2CCOCC2)c([N+](=O)[O-])c1	-3	-11	-12	-2%	-1	-4%	3	-1%	1.8%
C=CCOc1ccccc1CNc1cccc(F)c1	-5	8	5	-15%	-1	-5%	1	-11%	-0.4%
c1ccc2c(c1)[nH]c1ccccc12	.	-11	.	-4%	.	-3%	.	-3%	.
COCCCn1c(=N)c(C(=O)NC2CCCCC2)cc2c(=O)n3cc(C)ccc3nc21	2	3	2	-1%	-16	-4%	0	1%	10%
COc1ccccc1CCNC(=O)CCc1c(C)c2cc3c(C)c(C)oc3cc2oc1=O	-2	-1	1	-2%	10	-1%	1	-6%	3.7%
CC1(C)Cc2nc(NCCCO)c(C#N)cc2CO1	3	-1	2	7%	-12	-2%	0	5%	1.1%
Nc1nc(N)nc(-c2ccccn2)n1	-8	-3	-4	0%	-2	0%	1	-10%	2.0%
CC(C)c1ccc(NC(=S)NNc2ccc(Cl)c(C(=O)O)c2)cc1	6	7	-12	-5%	9	9%	3	-1%	-0.9%
COc1ccc2c(c1)c(=O)c(C(=O)c1ccc(C)c(C)c1)cn2CC(=O)Nc1ccc2c(c1)OCCO2	4	-8	-11	-3%	-13	-4%	2	0%	-0.5%
CCc1nc2cc(Cl)c(Cl)cc2nc1CC	0	-2	11	1%	3	-3%	1	9%	19%
Cc1cc(Cl)ccc1Oc1cccc(C(=O)/C(C#N)=C/N(C)C)c1	-1	-7	3	-2%	3	1%	2	-4%	1.1%
Cc1ccc(Cl)cc1NC(=O)CCCN1C(=O)c2cccnc2C1=O	2	-5	0	-1%	7	-5%	-3	-6%	?
COc1ccc(C(CNC(=O)c2cccc(S(=O)(=O)Nc3cccc(C)c3)c2)N2CCOCC2)cc1 (centres undefined)	-3	2	-5	-3%	2	-4%	2	2%	0.8%
c1ccc(CCNc2ccccc2)cc1	-6	.	-4	.	-8	.	1	.	1.8%
CSC1=NSC2=NC(=O)/C(=C/c3coc4ccccc4c3=O)C(=N)N12	0	-8	13	?	-4	-2%	275*	?	2.1%
Cc1ccc(NC(=O)COC(=O)CCc2ccc(S(=O)(=O)N3CCOCC3)cc2)cc1F	-4	-3	-1	-1%	-31*	1%	14	-6%	0.3%
COc1ccc(/C=C2/C(=O)N(c3ccccc3)N=C2C)cc1Br	-4	14	-7	-13%	-1	-1%	3	-5%	0.5%
CC(C)OC(=O)C(C#N)c1nc2ccccc2nc1N1CCCC1 (centres undefined)	-6	-2	-6	-7%	-5	5%	-1	-1%	0.3%
COC(=O)c1cc(NC(=O)CCc2c(C)nc3cc(-c4ccccc4)nn3c2C)cc(C(=O)OC)c1	-4	-3	5	0%	-2	-3%	1	4%	-2.5%
COc1ccccc1CNC(=O)C(=O)NCC(c1ccc2c(c1)OCO2)N1CCOCC1 (centres undefined)	0	-3	11	-1%	-3	-2%	0	-3%	0.9%
Cc1c(/C(O)=C2\C(=O)C(=O)N(CCCN(C)C)C2c2ccccc2)cnn1-c1ccccc1 (centres undefined)	-1	-8	-8	-7%	-2	-7%	2	8%	8.2%
CC(C)(C)Nc1nc(Cl)nc(NC(C)(C)C)n1	-6	-7	-4	-6%	-20	-2%	-1	-18%	1.9%
Cc1ccc(C)c(NC(=O)CN(C)C(=O)c2ccccn2)c1	.	-3	.	3%	.	-5%	.	2%	.
COc1ccc(-c2csc(NC(=O)CSc3ccc(Br)cc3)n2)c(OC)c1	-2	0	.	-3%	8	-2%	0	-6%	0.7%
COc1cc(/C=N/NC(N)=O)cc([N+](=O)[O-])c1O	5	11	4	1%	-12	1%	0	7%	-2.3%
O=C(COc1ccc(Cl)cc1)NCc1cn2cc(Cl)ccc2n1	-3	-3	-16	-21%	-13	4%	1	-22%	3.0%

Among those listed so far, these contain bromine.
SMILES	D1 potentiator	LDHA block	D2 PAM	Vif-A3G inh	D1 antagonist	Glioma ERSR ind	D1 agonist	Vif-APOBEC3F blk	RXFP1 agonist
COc1ccc(/C=C2/C(=O)N(c3ccccc3)N=C2C)cc1Br	-4	14	-7	-13%	-1	-1%	3	-5%	0.5%
COc1ccc(-c2csc(NC(=O)CSc3ccc(Br)cc3)n2)c(OC)c1	-2	0	.	-3%	8	-2%	0	-6%	0.7%

(next part)
SMILES	D1 potentiator	LDHA block	D2 PAM	Vif-A3G inh	D1 antagonist	Glioma ERSR ind	D1 agonist	Vif-APOBEC3F blk	RXFP1 agonist
O=C(Nc1ccccc1)C1=C[C@@H](C2CC2)C[C@@H](OCCCCO)O1	-4	2	0	-4%	-10	1%	-3	-8%	1.5%
COC(=O)C1(C)NC(c2ccc(C)cc2)C2C(=O)N(c3ccc(F)cc3)C(=O)C21 (centres undefined)	-4	2	-13	-8%	-9	-5%	1	0%	0.0%
Cc1ccc(C)n1-c1nnc(N2CCCC(C(=O)NCc3ccc(F)cc3)C2)s1 (centres undefined)	2	-6	.	0%	16	0%	1	7%	-3.0%
CCOc1ccc(S(=O)(=O)n2ccc(C)n2)c2ccccc12	-1	-4	-3	0%	3	-4%	9	-6%	-0.3%
Cn1c(C(=O)N2CCCC(Nc3ccc(F)cc3)C2)cc2ccccc21 (centres undefined)	-6	1	-2	2%	-20	-5%	0	0%	-4.3%
CCc1nnc(NC(=O)c2ccc(OCc3c(C)noc3C)c(OC)c2)s1	0	2	-2	-4%	6	-1%	2	0%	12%
Cc1cc(-c2nnc(SCC(=O)Nc3cccc(F)c3)n2N)n[nH]1	7	-4	0	-1%	0	0%	3	-3%	2.9%
Cc1ccc(CN2C3=NC(=O)CN3c3ccccc32)cc1	-1	-4	13	1%	1	-6%	1	0%	2.1%
CCOC(=O)c1c(NC(=O)CSc2nnc(Cc3csc(N)n3)n2C)sc(C)c1C	1	3	8	1%	-1	-3%	3	1%	-0.6%
O=C(COc1ccc(Cl)cc1)NCc1ccc(F)cc1	0	-3	-7	-1%	-18	-3%	-4	-6%	-2.1%
CCn1c(SCC(=O)Nc2ccc3c(c2)OCO3)nnc1C1CC1	-5	-10	-12	0%	3	1%	-1	-11%	-2.5%
COc1ccccc1C1CC(c2ccc(NS(C)(=O)=O)cc2)=NN1C(=O)c1ccccc1 (centres undefined)	6	-11	12	3%	10	-1%	-3	0%	-0.1%
COc1ccc(C2CC(c3ccc(Cl)cc3Cl)Nc3nc(N)nn32)cc1OC (centres undefined)	-1	4	12	-5%	-10	1%	1	-7%	-0.2%
O=C(c1ccc(Cl)c([N+](=O)[O-])c1)N1CCN(c2ccccc2)CC1	-8	0	-4	?	-36*	-7%	5	3%	0.0%
O=c1[nH]cnc2sc(-c3ccccc3)cc12	2	-6	3	-5%	-3	0%	1	-12%	2.5%
COc1ccc(CC(=O)Nc2ccc3nc(SC)sc3c2)cc1OC	-6	1	-22	2%	-1	5%	0	-5%	28%
Cc1sc2c(c1C)C(=O)NC(c1cccc(O)c1)N2 (centres undefined)	-5	.	8	.	-5	.	0	.	-0.6%
COCc1cc(C)nc(N/N=C/c2ccc(-c3cc(C(=O)O)ccc3Cl)o2)c1C#N	-6	.	.	.	-13	.	0	.	1.0%
O=C(OCC(=O)N1CCN(c2ccccc2)CC1)c1cccc([N+](=O)[O-])c1	-2	2	-17	2%	-14	-4%	2	1%	1.2%
CCNC(=O)N1c2ccccc2Sc2ccccc21	-9	-6	-4	-12%	-17	-2%	1	-11%	2.3%
O=C(COC(=O)CCc1ccc(S(=O)(=O)N2CCOCC2)cc1)Nc1cccc(Cl)c1	2	0	-2	0%	9	0%	14	-10%	1.3%
O=C1OC[C@@H]2CCCN2C(=O)[C@@H](CC(=O)N(CCO)Cc2ccccc2)C/C=C\CC[C@H]1Cc1ccc(F)cc1	.	-4	.	-6%	.	0%	.	4%	.
CCOC(=O)C1CN(S(=O)(=O)c2ccccc2)C1	0	1	7	0%	-4	-6%	1	-1%	-1.0%
O=C(Nc1nc2ccc(Cl)cc2s1)[C@@H]1CCCN1C(=O)c1cccs1	-6	-2	-11	2%	-4	1%	-1	-12%	0.1%
O=c1c(-c2ccco2)[n+]([O-])c2ccccc2n1OCc1ccccc1[N+](=O)[O-]	1	-1	9	5%	-12	-5%	-1	5%	-0.1%
